RmlCD inh mix – inhibitors of RmlC and RmlD coupled enzymes | AID 1532 | inhibition, % at 5.5 µM | 110,000 compounds, 0.39% hits | RmlC/RmlD coupled enzyme inhibition, 384-well mixture HTS; in the data active = inhibition above about 30%, passing the limit was not always enough; inconclusive = no clear call, values can overlap the other calls; also: strong numbers were not always called active
HIV RNase H inh – inhibitors of HIV-1 reverse transcriptase RNase H | P04585 | RT-RNase H RNA/DNA duplex cleavage, fluorescence | inhibition, % at 10 µM | 65,000 compounds, 1.9% hits | AID 565; in the data active = inhibition above about 50%
* hit, by the source's call; i = inactive; u = inconclusive; x = no result given.

SMILES | RmlCD inh mix | HIV RNase H inh
O=S(=O)(c1cccc(C(F)(F)F)c1)N1CCC(O)(c2cccnc2)CC1 | 3 | 5
Cc1cc(NC(=O)CN2CCCCC2C)no1 (centres undefined) | 6 | x
CC(=O)N(CN1C(=O)c2ccccc2C1=O)c1cccc(C)c1 | -1 | -3
Clc1ccc(-c2nnc(C3CCCCC3)o2)cc1 | -2 | x
Cc1ccc(C(c2nnnn2C2CCCC2)N2CCN(c3nc4ccccc4s3)CC2)cc1 (centres undefined) | -13 | x
CCC(CC)Nc1ccc(C(CC(N)=O)NC(=O)Cc2ccc(Br)cc2)cc1[N+](=O)[O-] (centres undefined) | -11 | x
Cc1cc(C)c(C(=O)CN2C(=O)CCC2=O)cc1C | x | -10
C/C(=N/Oc1nc(C)cc(C)n1)c1ccc(F)cc1 | -36 | x
C=C1CSc2nc(=O)c3c(C)c(C)sc3n21 | -12 | -15
CN(c1ccccc1C(N)=O)S(=O)(=O)c1ccccc1 | -9 | -6
Cc1cc(Nc2ccccc2C(=O)O)nc2nc3ccccc3c(=O)n12 | 3 | 5
CN1CCCN(C(=O)c2cc(=O)[nH]c3ccccc23)c2nc3ccccc3nc21 | 13 | -6
CN1CCN(C2=C(Cl)C(=O)N(c3ccc(Cl)c(Cl)c3)C2=O)CC1 | 6 | 96*
Clc1ccc(CSC(Cn2ccnc2)c2ccc(Cl)cc2Cl)cc1 (centres undefined) | 5 | -43
Cc1ccccc1Cn1cc(NC(=O)COc2ccccc2)cn1 | -10 | x
COC(=O)c1cccc(-n2[nH]nnc2=S)c1 | -9 | x
COC/C=C/C1=CC2=CC(=O)C(C)(OC(=O)c3cnc4ccccc4n3)C(=O)C2=CN1c1ccc(OC)cc1 (centres undefined) | 8 | x
CC(=O)C1=C(O)C(=O)N(Cc2ccccc2)C1c1ccccc1F (centres undefined) | -5 | x
CC(=O)c1ccc(NC(=O)N2CCN(c3cccc(Cl)c3)CC2)cc1 | -7 | 3
CCOC(=O)C(Oc1ccc2c(-c3ccc(OC)cc3)cc(=O)oc2c1C)c1ccccc1 (centres undefined) | 6 | x
CC(C)c1nc(=S)n(-c2ccccc2)[nH]1 | 2 | -21
CCc1ccc2oc(-c3cc(N)cc(C)c3O)nc2c1 | 7 | 12
COc1ccccc1C(=O)OCn1nnc2ccccc2c1=O | -14 | -52
O=C(NCC1CCN(c2ccc(S(=O)(=O)N3CCOCC3)cc2)CC1)c1cccc(Cl)c1 | 16 | x
CCn1c(=NC(=O)CSC(C)=O)sc2ccccc21 | -7 | -18
CCCc1nc(SCC(=O)N2CCCC2)c2ccccc2n1 | -8 | -13
O=C(Nc1ccc2c(c1)oc1ccccc12)C1CC1 | 13 | -11
COc1ccc(CNc2nc3ccccc3n2CCN2CCCCC2)c(OC)c1 | -11 | 3
COCCNC(=O)C(c1cccc(OC)c1)N(Cc1cccs1)C(=O)Cn1nnc2ccccc21 (centres undefined) | -18 | -4
O=C1c2ccccc2C(=O)N1CCc1csc(-c2cccc(F)c2)n1 | -10 | x
CC/C(=N\O)C(C)(C)/[N+]([O-])=C/c1ccc(Br)cc1 | 6 | -3
C[C@@H](C(=O)N1CCN(C(=O)OC(C)(C)C)CC1)n1cc(-c2cn([C@@H](C)C(=O)N3CCN(C(=O)OC(C)(C)C)CC3)nn2)nn1 | 7 | x
CC1CCN(C(c2ccc(N(C)C)cc2)c2nnnn2C(C)(C)C)CC1 (centres undefined) | -2 | 6
O=C(Cc1coc2ccc3ccccc3c12)Nc1nccs1 | -18 | x
COCCNS(=O)(=O)c1cc(Br)ccc1OC | -7 | x
O=C(O)c1ccccc1C1=Nc2ccc(O)cc2Oc2cc(O)ccc21 | 21 | -17
CCOc1ccc(-n2cc(C(=O)Nc3cccc(OC)c3)c3cc(OC)c(OC)cc3c2=O)cc1 | -5 | x
CCCOc1ccc(N2CC(C(=O)NC(C)C)CC2=O)cc1 (centres undefined) | 7 | -15
Cc1ccc2nc(-c3ccc(NC(=O)c4ccco4)cc3)[nH]c2c1 | -27 | 1
COC(C(=O)Nc1cccc(F)c1)c1ccccc1 (centres undefined) | -6 | -8
CCCCCCCSc1cc(OC)c(CCN(C)C)cc1OC | 1 | x
Cc1[nH]c2c(Cl)cccc2c1CCN | 1 | 1
O=[n+]1cc(-c2ccccc2)n([O-])c2c1CCC2 | -105 | -8
CCOC(=O)c1nn(-c2ccccc2)c2nc(Nc3ccccc3)cc(=O)n12 | 6 | x
CC(=O)Nc1nonc1NC(C)=O | -9 | 0
Cc1cc(NCCC(C)C)n2nc(C)c(-c3ccccc3)c2n1 | -16 | x
O=C(Oc1ccc(N(Cc2cccs2)C2=NS(=O)(=O)c3ccccc32)cc1)c1ccccc1Cl | -14 | x
CCCNC(=O)c1ccccc1NC(=O)COc1ccc(OC)cc1 | -5 | x
COc1cccc(-c2nc(N3CC(C)CC(C)C3)c3ccccc3n2)c1O (centres undefined) | x | 13
CC(=O)c1cc(-c2ccc(F)cc2)n(CC(=O)NCc2cccs2)c1C | -10 | 10
CC(=O)Nc1ccc(S(=O)(=O)Nc2nc3ccccc3s2)cc1 | 6 | x
CC1(C)Oc2ccc3ccc(=O)oc3c2C[C@H]1O | 10 | x
CC(=O)Nc1ccc(SCC(=O)OCC(=O)NC(=O)NCc2ccco2)cc1 | x | 2
CCCCN(C(=O)Cn1nnc2ccccc21)C(C(=O)NCCOC)c1ccc(OC)cc1OC (centres undefined) | 12 | -13
CCCCC[C@H](O)/C=C/[C@@H]1[C@@H](CCCCCCC(=O)O)[C@@H](O)C[C@H]1O | -11 | -5
COc1ccc(S(=O)(=O)N(c2onc(C)c2Cl)S(=O)(=O)c2ccc(OC)cc2)cc1 | -6 | x
O=C(Nc1ncc(Cc2cc(Cl)ccc2Cl)s1)c1ccc([N+](=O)[O-])cc1 | 6 | x
O=C(CC(CC(=O)c1ccccc1)C(=O)O)c1ccccc1 | i | 8
Nc1c2c(nc3ccn(-c4ccccc4)c(=O)c13)CCCCC2 | -8 | -6
COc1ccc(S(=O)(=O)N2CCN(Cc3c[nH]c4ccccc34)CC2)cc1 | -9 | -8

(continued)
SMILES | RmlCD inh mix | HIV RNase H inh
Cc1ccc(C(=O)CSc2ncnc3sc4c(c23)CCCC4)cc1 | 10 | x
COC(=O)c1cc(NC(=O)Cc2ccccc2[N+](=O)[O-])cc(C(=O)OC)c1 | 5 | x
Cn1c(=O)oc2cc(S(=O)(=O)NCCN3CCN(c4ccccc4)CC3)ccc21 | 9 | x
CCn1c(SCC(=O)Nc2ccc(OC)c(OC)c2)nnc1-c1cccs1 | 20 | -12
COc1ccccc1-c1c(C)nn2c(C)cc(C)nc12 | 3 | -15
Cn1c(=O)[nH]c(=O)c2c1nc(N1CCCC1)n2CCCSc1nc2ccccc2o1 | 2 | -14
COc1ccc(CCN2C(=O)c3[nH]nc(-c4ccccc4O)c3C2c2ccc(C)cc2)cc1OC (centres undefined) | -82 | 7
Cc1ccc(N2CCCn3c2cc(C)c(C#N)c3=O)cc1C | 33 | x
Cc1ccc(N2C(=O)C(O)(C(F)(F)F)C3=C2CC(C)(C)CC3=O)cc1C (centres undefined) | 3 | x
Cc1cc(C)nc(Sc2c(C)n[nH]c2C)n1 | -10 | -35
Cc1ccc(N2C(=O)CC(N3CCN(C4CCc5ccccc5C4)CC3)C2=O)cc1 (centres undefined) | 6 | 8
O=C(c1ccc(CNS(=O)(=O)c2ccccc2)cc1)N1CCC2(CC1)OCCO2 | x | 8
COc1ccccc1N1C(=O)C2ON(c3ccccc3)C(c3ccc(N(C)C)cc3)C2C1=O (centres undefined) | x | 28
Cc1nc(/N=C(\N)Nc2ccccc2)nc2ccccc12 | -9 | -9
CC(C)(C)n1nnnc1C(c1cccnc1)N(Cc1ccccc1)Cc1cccs1 (centres undefined) | -13 | x
CCC(C)(C)n1nnnc1C(c1cc2cc(C)cc(C)c2[nH]c1=O)N1CCN(C(=O)c2ccco2)CC1 (centres undefined) | -11 | x
COc1ccccc1-c1n[nH]c(=S)n1-c1ccccc1 | -10 | 6
Cn1c(=O)n(C)c2cc(C(=O)c3ccccc3)ccc21 | 6 | -20
COc1cc(S(=O)(=O)N(Cc2cccs2)CC2CCCO2)ccc1-n1cnnn1 (centres undefined) | -2 | -7
CC(=O)Nc1ccc(NC(=O)C(C)n2nc([N+](=O)[O-])c(Br)c2C)cc1 (centres undefined) | 4 | x
CCOC(=O)c1cc(OC(=O)c2cccnc2)n(-c2ccccc2)n1 | -13 | 3
Cc1occc1C(=O)Nc1ccccc1NC(=O)c1ccoc1C | 7 | -10
COc1ccc(S(=O)(=O)NCCSc2ccc(Cl)cc2)cc1OC | 12 | x
Oc1ccccc1Nc1nc(NCC2CCCO2)c2ccccc2n1 (centres undefined) | x | -6

Full records, looked up by structure:
Record of Cc1nc(/N=C(\N)Nc2ccccc2)nc2ccccc12 = RmlCD inh mix: -9; HIV RNase H inh: -9
Record of COc1cc(S(=O)(=O)N(Cc2cccs2)CC2CCCO2)ccc1-n1cnnn1 (centres undefined) = RmlCD inh mix: -2; HIV RNase H inh: -7

Next compounds:
SMILES | RmlCD inh mix | HIV RNase H inh
C/C(=N\O)c1c(C)c2ccccc2n1C | 55 | -14
Cc1ccc(N2/C(=N/c3nc(C)cc(C)n3)NC(=O)CC2C(=O)O)cc1 (centres undefined) | -12 | x
CNC(=O)CN(c1cccc2ccccc12)S(C)(=O)=O | -9 | 12
COc1cc([C@@H]2[C@H]3CNCC=C3C(C#N)=C(N)C2(C#N)C#N)ccc1OC(C)C | -19 | 5
CCOc1ccc2nnc(-c3ccc(Br)cc3)n2n1 | -7 | x
C[C@]12C[C@H](O)[C@H]3[C@@H](CCC4=CC(=O)CC[C@@]43C)[C@@H]1CC[C@@H]2C(=O)CO | -18 | 2
CCOC(=O)N1CCN(c2nc(C(F)(F)F)nc3c(C)cc(C)cc23)CC1 | 52 | -6
CC1CCc2c(sc(NS(=O)(=O)c3ccccc3)c2C(=O)OC(C)C)C1 (centres undefined) | -13 | x
CN(C)CCCN1CC(C(=O)O)CC1=O (centres undefined) | -14 | x
CSc1nnc(CNC(=O)c2ccccc2)n1-c1ccc(F)cc1 | -3 | -8
c1cc(-c2nc3cc(Oc4ccc5oc(-c6ccncc6)nc5c4)ccc3o2)ccn1 | x | -9
COc1ccc(C(=O)Cn2c(C(=O)/C=C/c3ccccc3)nc3ccccc32)cc1 | 1 | x
COc1cccc(C2CC(c3cccc(OC)c3)n3nc(N)nc3N2)c1 (centres undefined) | 4 | -17
COc1ccc(C(=O)NCCn2cc(SCC(=O)Nc3cc(C)on3)c3ccccc32)cc1OC | 3 | 0
O=C(Cc1ncc(C(F)(F)F)cc1Cl)N1CCN(c2ccccn2)CC1 | 11 | x
O=C(c1ccc(CSCc2ccccc2F)o1)N1CCN(c2ccc(N3CCOCC3)nn2)CC1 | 10 | -11
c1cc(-c2nc3ccccc3o2)nc(-c2nc3ccccc3o2)c1 | x | 0
Cc1csc2nc(CNC(=O)c3ccco3)cn12 | 6 | -6
O=C(Cn1ncc2c(=O)oc3ccccc3c21)N(Cc1ccco1)C1CCCCC1 | 3 | -1
Cc1cc(C(=O)NCCCN2CC(C)CC(C)C2)n(-c2ccccc2)n1 (centres undefined) | 6 | x
COC(=O)CSc1nnc(-c2ccc(NS(=O)(=O)c3ccccc3)cc2)o1 | -13 | 1
O=S(=O)(NCC1OCCc2ccccc21)c1ccccc1 (centres undefined) | -10 | x
COc1ccc(CN(C)c2ncnc(N)n2)cc1 | -12 | x
CC(C)NC(=O)c1onc(CSc2cccc(F)c2)c1C(=O)O | 11 | x
COC(=O)c1cnn(C(=O)c2ccccc2Br)c1N | -5 | x
CCCC1CCC(C2=N/C(=C\c3ccc(OC)c(OC)c3)C(=O)O2)CC1 (centres undefined) | -21 | x
COc1cc(/C=C(\C#N)c2nc3c(s2)CCCC3)ccc1O | 8 | x
CCCCC1=CC2=CC(=O)C(C)(OC(=O)CC)C(=O)C2=CN1CCN1CCOCC1 (centres undefined) | 9 | x
CCc1ccc(OCCNC(=O)c2ccc(S(=O)(=O)N(C)C)cc2)cc1 | 7 | x
COC(=O)C(C)NC(=O)C1CCCN1S(=O)(=O)c1cc(C)c(Cl)cc1C (centres undefined) | u | -10
CCOC(=O)CNS(=O)(=O)c1cc(-c2nn(C)c(=O)c3ccccc23)ccc1C | 6 | -12
Cc1ccc2oc(-c3cccc(NC(=S)NC(=O)/C=C/c4ccco4)c3)nc2c1 | 13 | x
COc1ccc(N2CCN(Cc3cc(=O)oc4ccc5ccccc5c34)CC2)cc1 | 5 | 2

Quoted at random: 7 compounds from above.
SMILES | RmlCD inh mix | HIV RNase H inh
O=[n+]1cc(-c2ccccc2)n([O-])c2c1CCC2 | -105 | -8
COc1cc(S(=O)(=O)N(Cc2cccs2)CC2CCCO2)ccc1-n1cnnn1 (centres undefined) | -2 | -7
O=C(Nc1ccc2c(c1)oc1ccccc12)C1CC1 | 13 | -11
COc1cc([C@@H]2[C@H]3CNCC=C3C(C#N)=C(N)C2(C#N)C#N)ccc1OC(C)C | -19 | 5
O=C(O)c1ccccc1C1=Nc2ccc(O)cc2Oc2cc(O)ccc21 | 21 | -17
Clc1ccc(CSC(Cn2ccnc2)c2ccc(Cl)cc2Cl)cc1 (centres undefined) | 5 | -43
CCOc1ccc2nnc(-c3ccc(Br)cc3)n2n1 | -7 | x

An excerpt; the hit share may differ from the screen's.
